Screens deposited in PubChem BioAssay by NCI.
NCI-60 one-dose screen, 48 h, at 10 µM unless noted. Numbers give growth in % (100 = growth as untreated, 0 = no growth, -100 = all killed).
SN12C = SN12C renal cancer cells. actives 3.8% (n = 81,000). AID 1794767
SF-268 = SF-268 CNS cancer cells; AID 1794759; actives 3.1% (n = 82,000)
TK-10 = TK-10 renal cancer cells | actives 3.9% (n = 81,000) | AID 1794769
UO-31 = UO-31 renal cancer | actives 5.2% (n = 81,000) | AID 1794768
U251 = U251 CNS tumor cells; actives 5.4% (n = 80,000)
SF-295 = SF-295 CNS cancer cells; actives 5.6% (n = 79,000); AID 1794758
786-0 = 786-0 renal cancer cells; actives 5.1% (n = 81,000)
CAKI-1 = CAKI-1 renal cancer; actives 4.7% (n = 75,000); AID 1794772
An asterisk follows results filed as active; x = no result given; [ ] = another dose, or the depositor's remark. The calls were made as follows: active = growth percent below 10; inactive = the rest.

[1] C=CC(=O)OCCCl
[2] Cc1ccc(CC(=O)O)c(C)c1
[3] O=C1CCCCO1
[4] OCC1OC(Oc2c(Br)cc(Br)cc2Br)C(O)C(O)C1O (stereo not given)
[5] O=c1c2ccccc2c(Br)c(Br)c2ccccc12
[6] COc1ccc(-c2nn(-c3cccc(Cl)c3)cc2/C=C2\C(=N)NC(=O)C(C#N)=C2N)cc1
[7] COc1ccc2oc(=O)cc(/C=C3\C(=O)NN=C3C)c2c1
[8] O=C(O)c1ccc(-n2cc(/C=N/Nc3ccc(F)cc3F)c(-c3ccc(O)cc3)n2)cc1
assay / compound,1,2,3,4,5,6,7,8
SN12C,98.1,99.4,90.9,99.1,96.8,99.4,100.2,104.1
SF-268,96.4,96.3,95.8,124.0,109.9,113.0,104.6,99.2
TK-10,95.4,88.3,111.3,108.5,23.6,x,101.1,137.1
UO-31,72.3,91.4,88.2,83.7,-35.2*,78.2,87.9,76.1
U251,102.1,99.3,101.3,100.4,91.0,102.3,99.1,103.5
SF-295,106.8,97.1,94.1,98.6,99.4,x,99.7,102.5
786-0,104.2,105.1,85.6,110.4,84.3,98.3,102.7,99.2
CAKI-1,85.1,x,98.3,100.9,56.5,91.1,x,x

[9] C=C(NC(=O)C(=C)NC(=O)c1csc(C2=NC3c4csc(n4)C4NC(=O)c5csc(n5)C(C(C)(O)C(C)O)NC(=O)C5CSC(=N5)C(=CC)NC(=O)C(C(C)O)NC(=O)c5csc(n5)C3(CC2)NC(=O)C(C)NC(=O)C(=C)NC(=O)C(C)NC(=O)C(C(C)CC)NC2C=Cc3c(C(C)O)cc(nc3C2O)C(=O)OC4C)n1)C(N)=O (stereo not given)
[10] N#Cc1c2c([nH]c(=O)c1C(N)=O)CCCC2
[11] CC(C)=CCC[C@](C)(O)[C@H]1CC[C@]2(C)[C@@H]1CC[C@@H]1[C@@]3(C)CC/C(=N/O)C(C)(C)[C@@H]3CC[C@]12C
[12] COc1ccc(C2CC(c3ccc(Nc4nc(Nc5ccccc5)nc(Nc5ccccc5)n4)cc3)=NN2C(C)=O)cc1 (stereo not given)
[13] CCOC(=O)/C(=C/c1ccncc1)C(=O)c1ccccc1
[14] O=C1Nc2ccccc2C1(O)c1ccccc1 (stereo not given)
[15] Cc1sc2ncnc(Sc3nc4ccccc4[nH]3)c2c1C
[16] Nc1nonc1-c1nc2ccccc2o1
assay / compound,9,10,11,12,13,14,15,16
SN12C,25.6,x,-42.4*[100 µM],95.7,107.2,103.3,25.0,110.6
SF-268,27.1,99.7,11.5[100 µM],139.1,104.4,102.5,-78.3*,114.0
TK-10,27.7,98.5,-39.1*[100 µM],103.7,91.7,104.9,-87.2*,109.9
UO-31,64.7,92.0,-17.7*[100 µM],78.3,85.7,83.2,-86.2*,112.7
U251,8.1*,99.3,-81.5*[100 µM],88.1,x,103.2,-80.9*,102.4
SF-295,x,98.2,-66.5*[100 µM],99.5,97.5,108.0,-81.7*,101.2
786-0,8.5*,95.7,-21.1*[100 µM],88.5,103.1,94.8,-94.7*,98.2
CAKI-1,71.4,94.4,-58.4*[100 µM],104.7,98.3,89.2,-68.6*,96.3

[17] CCCCNc1nc(NC(C)(C)C)nc(NC(C)(C)C)n1
[18] COc1cc(CCn2nnc3c(Nc4ccc(N5CCCCC5)cc4)ncnc32)cc(OC)c1
[19] Cc1nc2cc(Cl)ccc2s1
[20] CC(C)(C)c1ccc(O)c(N)c1
[21] CCOC(=O)c1nc2c3ccccc3cnn2c1C(=O)c1ccc(-c2ccccc2)cc1
[22] [O-][n+]1cccc(O)c1
[23] O=C(Nc1ccc(-c2ccccc2)cc1)C(F)(F)F
[24] c1cc(-c2nc(N3CCOCC3)c3c4c(sc3n2)CCCCCC4)ccn1
assay / compound,17,18,19,20,21,22,23,24
SN12C,56.1,85.9,106.1,101.4,86.1,108.1,106.0,80.7
SF-268,91.7,90.0,98.9,101.5,83.6,100.0,95.3,95.9
TK-10,55.9,108.2,x,97.7,114.8,104.4,96.4,x
UO-31,37.4,57.8,92.0,92.1,59.7,90.4,87.2,61.3
U251,38.0,72.0,105.0,109.6,84.0,103.2,98.7,78.1
SF-295,-19.5*,77.1,121.4,103.4,101.6,102.1,109.9,80.5
786-0,48.2,95.0,95.3,104.0,98.9,105.9,95.0,67.1
CAKI-1,51.3,73.1,69.3,114.7,78.2,85.3,108.2,84.2

[25] COC(=O)c1nc(-c2ccccc2)oc1S(=O)(=O)N1CCC(C)CC1
[26] NC(N)=N/N=C/c1ccc(Cl)cc1
[27] Cc1nn(C)c2ncnc(Nc3ccc(Cl)cc3)c12
[28] O=C(O)c1ccccc1C(c1ccccc1)c1ccccc1
[29] CC(C)(C)c1cc(-n2c(-c3ccc(Cl)cc3)nc3cc(C(=O)Nc4ccc(Cl)cc4)ccc32)n[nH]1
[30] CNC(=O)c1cc(Oc2ccc3nc(NC(=O)NCCCCN(C)C)sc3c2)ccn1
[31] N#Cc1c(N)nc(NCCO)nc1-c1ccccc1
[32] CCOC(=O)n1c(O)c(N=NC(=O)c2ccc(S(N)(=O)=O)cc2)c2ccccc21
assay / compound,25,26,27,28,29,30,31,32
SN12C,56.2,94.9,99.7,99.1,66.9,105.0,102.2,101.8
SF-268,81.8,68.5,101.1,113.7,69.7,100.2,106.2,101.6
TK-10,61.2,84.9,97.3,108.9,50.8,109.7,96.5,102.6
UO-31,50.0,73.3,95.1,96.4,28.5,92.5,94.5,88.0
U251,85.7,88.8,94.8,102.2,53.2,101.6,92.7,100.1
SF-295,106.4,81.9,99.5,113.6,-2.4*,100.4,97.3,106.2
786-0,64.1,97.1,89.9,108.9,67.4,103.1,98.7,100.8
CAKI-1,49.0,34.0,95.0,100.6,32.0,92.8,99.0,88.2

[33] COC(=O)[C@@H]1[C@@H]2CC(Br)[C@@H](C2)[C@@H]1C(=O)OC (stereo not given in full)
[34] CC(=O)Nc1ccc(Oc2ncnc3sc(C)c(C)c23)c(CN2CCCCC2)c1
[35] CN(C)c1ccc([C@@H](C(=O)Nc2cccc([N+](=O)[O-])c2)N(C(=O)c2cc3ccccc3[nH]2)c2cccc([N+](=O)[O-])c2)cc1
[36] COc1cc(/C(C)=C(\c2ccc(Cl)cc2)c2ccc(OCCN3CCCCCC3)cc2)ccc1F
[37] Cc1c(O)ccc2cc(C(=O)CSc3nnnn3-c3ccccc3)c(=O)oc12
[38] N#Cc1c(-c2cccs2)cc(-c2ccc(F)cc2)[nH]c1=O
[39] O=C1C(c2cccs2)=C(c2c[nH]c3ccccc23)C(=O)N1O
[40] Cc1ccc(/C=C2/SC(=S)N(CC(=O)Nc3ncc(Cc4ccccc4)s3)C2=O)cc1
assay / compound,33,34,35,36,37,38,39,40
SN12C,96.8,96.5,97.8,77.9,91.0,104.8,99.8,96.2
SF-268,103.5,106.2,97.4,87.6,92.8,102.3,100.5,94.0
TK-10,101.8,125.2,117.2,83.7,94.9,98.4,125.2,107.2
UO-31,x,76.6,67.6,48.2,69.2,88.8,79.7,89.8
U251,106.6,111.3,88.8,60.4,85.4,98.3,107.3,95.6
SF-295,122.6,101.1,100.2,95.8,99.0,98.6,119.4,102.4
786-0,x,101.8,95.5,79.6,96.3,91.7,100.7,101.2
CAKI-1,108.5,94.8,92.5,82.5,89.3,98.1,87.4,93.1

[41] CCOC(=O)C1=C(Nc2cccc3c(NC4=C(C(=O)OCC)C(=O)CO4)cccc23)OCC1=O
[42] c1ccc(Cn2cc3c(c2)-c2oncc2CC3)cc1
[43] O=C1CC[C@@]2(O1)C(=O)O[C@@H](CI)[C@H]2c1ccccc1
[44] COc1ccc(/C(C#N)=C/c2ccccc2OC)cc1
[45] Cc1sc2nc(/C=C/c3ccc(Cl)cc3)[nH]c(=O)c2c1C
[46] COC(=O)c1ccc([N+](=O)[O-])cc1C(=O)OC
[47] O=C1CCCN1c1ccc(S(=O)(=O)N2CCN(Cc3ccccc3)CC2)cc1
[48] C=C(C)C(=O)N(C)C
assay / compound,41,42,43,44,45,46,47,48
SN12C,99.1,47.8,100.3,47.3,96.9,108.0,82.6,101.0
SF-268,98.3,37.2,101.7,60.7,100.2,95.3,97.9,105.9
TK-10,118.6,77.1,94.2,53.0,118.1,98.1,98.7,84.9
UO-31,82.8,41.6,86.5,52.2,84.3,78.8,81.9,95.2
U251,100.7,28.9,102.5,x,102.6,97.6,x,91.7
SF-295,105.0,20.3,118.7,22.9,128.3,101.5,x,99.5
786-0,104.3,37.1,89.3,52.4,99.7,108.6,96.5,97.2
CAKI-1,98.1,47.0,x,39.0,103.5,95.6,75.2,85.1

Just U251 and UO-31, for 3 of the compounds above:
| cpd | compound | U251 | UO-31 |
| --- | --- | --- | --- |
| 44 | COc1ccc(/C(C#N)=C/c2ccccc2OC)cc1 | x | 52.2 |
| 42 | c1ccc(Cn2cc3c(c2)-c2oncc2CC3)cc1 | 28.9 | 41.6 |
| 47 | O=C1CCCN1c1ccc(S(=O)(=O)N2CCN(Cc3ccccc3)CC2)cc1 | x | 81.9 |

Continuation:
[49] O=C1c2ccccc2C2N1CCC1CCc3ccccc3N12 (stereo not given)
[50] COC(=O)Nc1nnc(COc2ccc(C3CCCCC3)cc2)s1
[51] O=C(Cc1ccccn1)c1ccccc1
[52] COc1ccc(OCOCOc2ccc(OC)cc2)cc1
[53] CC(=O)COC(C)=O
[54] C=CC(=O)Nc1cccc(-c2nc(SC)nc(Nc3cccc(OC)c3)c2C#N)c1
[55] Cc1ccc(/C=C/C2=NN(c3ccccc3)C(c3ccc(C)o3)C2)o1 (stereo not given)
[56] C=C(C)[C@@H]1CC[C@]2(C(N)=O)CC[C@]3(C)[C@H](CC[C@@H]4[C@@]5(C)C/C(=C/c6ccncc6)C(=O)C(C)(C)[C@@H]5CC[C@]43C)[C@@H]12
assay / compound,49,50,51,52,53,54,55,56
SN12C,94.8,87.2,102.2,95.3,98.6,44.6,95.7,76.2
SF-268,110.6,90.4,109.4,103.5,104.3,57.1,95.3,68.3
TK-10,108.2,99.2,106.5,95.5,99.4,78.9,102.3,88.1
UO-31,55.1,70.5,94.9,80.0,99.9,42.3,84.7,45.9
U251,89.7,x,105.6,80.1,87.0,x,94.8,58.5
SF-295,x,57.4,85.2,94.3,95.9,77.8,94.5,54.5
786-0,99.7,91.8,93.5,91.5,97.4,62.7,92.7,87.6
CAKI-1,88.4,73.4,67.4,89.7,102.9,44.9,x,51.9

[57] c1ccc2cc3nc4cc5ccccc5cc4nc3cc2c1
[58] N#Cc1ccc(-c2nn(-c3ccc(C(=O)O)cc3)cc2CNc2ccc(Br)cc2)cc1
[59] CCCc1c(C)c2sc(=O)[nH]c2[nH]c1=O
[60] CCOc1ccc(Nc2cc([N+](=O)[O-])ccc2C(=O)O)cc1
[61] O=C1Nc2ccccc2/C1=C\c1c(-c2ccc(Cl)cc2)nc2sc(C3CC3)nn12
[62] CCOC(CN(CC)CC)c1ccc(CCc2ccccc2)cc1 (stereo not given)
[63] CC(=O)Oc1ccccc1C(=O)Nc1ccc(C(C)=O)cc1
[64] O=C(c1ccccc1)c1ccc(O)c2ncccc12
assay / compound,57,58,59,60,61,62,63,64
SN12C,88.6,54.3,107.2,103.8,81.9,92.7,103.4,31.6
SF-268,97.7,61.7,99.6,105.3,91.8,93.4,104.0,34.3
TK-10,108.2,92.7,109.9,120.4,80.7,64.8,97.0,83.1
UO-31,89.0,50.2,94.8,89.7,64.0,72.5,93.1,7.3*
U251,101.5,51.8,99.5,99.6,75.0,72.3,103.9,28.4
SF-295,133.8,38.7,107.8,100.2,69.5,104.4,94.6,74.6
786-0,108.4,72.3,108.8,102.3,67.0,99.6,84.5,31.6
CAKI-1,113.1,52.4,99.0,92.9,69.1,85.1,103.5,8.5*
